Screening results as filed in PubChem BioAssay.
TbREL1 inh: TbREL1 inhibition, primary screen; P86926; TbREL1 RNA ligation, FRET fluorescence; inhibition, % at 9.66 µM; 89,000 tested, 0.49% active; AID 1117264;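 active = inhibition above the mean inhibition across all screened compounds plus 3 SD, cut at about 11% in these data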;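 also: 0% = plate median of test wells and 100% = NSC42067 control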
Target sequence (P86926 whole entry, looked up): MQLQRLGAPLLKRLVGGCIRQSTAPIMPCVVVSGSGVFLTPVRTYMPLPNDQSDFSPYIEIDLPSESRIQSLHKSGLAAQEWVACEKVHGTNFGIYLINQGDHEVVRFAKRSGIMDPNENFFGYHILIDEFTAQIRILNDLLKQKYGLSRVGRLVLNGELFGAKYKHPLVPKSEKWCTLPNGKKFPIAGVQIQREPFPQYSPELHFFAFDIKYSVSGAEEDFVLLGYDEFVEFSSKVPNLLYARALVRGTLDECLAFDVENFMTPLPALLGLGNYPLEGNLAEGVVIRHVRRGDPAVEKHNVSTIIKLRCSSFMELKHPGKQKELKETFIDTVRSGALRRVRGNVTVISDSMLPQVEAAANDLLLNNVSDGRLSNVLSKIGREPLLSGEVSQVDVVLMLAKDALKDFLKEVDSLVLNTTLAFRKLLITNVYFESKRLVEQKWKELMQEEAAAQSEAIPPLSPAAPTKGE
* = called active by the depositor. A portion of the library; rates above refer to the full screens.

SMILES	TbREL1 inh
O=C(COC(=O)[C@@H]1CCCN1C(=O)c1cccs1)NCCc1ccccc1	1.6
Cc1cc(C)c2ccc3c(C)c(C)nc3c2[nH]1	-1.7
Cc1ccc(NC(=O)c2ccc(CNc3c(N4CCOCC4)c(=O)c3=O)cc2)cc1	-0.9
CSCCC(NC(N)=O)C(=O)NCc1ccc(Cl)cc1 (configuration not stated)	-1.3
COc1ccc(NC(=O)CC(=O)Nc2ccc(OC)cc2OC)c(OC)c1	-2.3
O=C(NC(CO)Cc1ccccc1)c1ccccc1 (configuration not stated)	-0.4
COc1cc(OC)cc(C(=O)OCC(=O)Nc2ccc(F)cc2F)c1	-1.5
C[C@@H]1CN([C@H](C)CO)C(=O)c2cc(NC(=O)Cc3ccccc3)ccc2O[C@H]1CN(C)Cc1ccc(Oc2ccccc2)cc1	-1.5
Cc1cc(C)c(C#N)c(SCc2nc3ccccc3[nH]2)n1	-2.7
CCCCN(CC(=O)NCc1ccc(F)cc1)C(=O)c1ccco1	2.9
C=C(Cl)COc1ccc2c(CCCC)cc(=O)oc2c1	2.9
CCOP(=O)(OCC)c1nc(Cc2ccccc2)oc1NCc1ccccc1	-1.9
Cc1ccccc1OCC(=O)OCC(=O)NCC1CCCCC1	1.8
NS(=O)(=O)c1ccc(CCNC(=O)C2CCCO2)cc1 (configuration not stated)	5.0
O=C(Cn1c(N2CCN(c3ccccc3)CC2)nc2ccccc21)c1ccccc1	-2.7
O=C(C1COc2ccccc2O1)N1CCCC1 (configuration not stated)	8.1
O=C1c2ccccc2C(c2nc3ccccc3[nH]2)N1c1ccccn1 (configuration not stated)	-0.7
CC(C)NC(=O)C1CCN(C(=O)N(C)C)CC1	-0.8
COc1ccc(/C=N/n2c(-c3ccco3)nc3ccccc3c2=O)cc1	-1.4
CCCc1nc2c(o1)CC(CC(C)SCC)CC2=O (configuration not stated)	2.6
CC(C)Cc1cc(C(C)(C)C)ccc1OC(=S)N(C)C	1.0
Nc1ccc2nc(SCC(=O)N3CCOCC3)sc2c1	-2.7
CCC(=O)Nc1ccc(NC(=O)CSc2nnnn2CC)cc1C	-0.5
COc1ccc(CSc2nnnn2-c2ccccc2)cc1	-0.1
CCCCn1c(=O)[nH]c2nc3cc(NC(C)=O)ccc3nc2c1=O	-1.9

Carrying on.
SMILES	TbREL1 inh
CCCCn1c(SCc2cccnc2)nc2c1c(=O)n(C)c(=O)n2C	-0.4
COc1ccc(N2CCN(C(=O)c3ccc(C(C)(C)C)cc3)CC2)cc1	-4.0
Cc1ccc(S(=O)(=O)NCC(=O)N/N=C/c2ccc(Cl)cc2Cl)cc1	4.7
O=C(Nc1ccsc1C(=O)NC1CC1)c1ccccc1	2.3
CN1C(C(=O)NCCc2cccs2)CC2Cn3c(nc4ccccc43)C21 (configuration not stated)	2.4
Cc1ccc2nc3c(cc2c1)c(NC(=O)c1ccccn1)nn3CC(C)C	2.6
C/C(=N\NC(=O)C(=O)N/N=C(\C)c1cccc(O)c1)c1cccc(O)c1	4.5
c1coc(CCNc2ncnc3ccc(-c4ccc5c(c4)OCO5)cc23)c1	5.8
COc1ccc(CNC(=O)COC(=O)[C@H](Cc2c[nH]c3ccccc23)NC(=O)c2cccs2)cc1	-2.6
O=C(NCCC1=CCCCC1)c1ccc([N+](=O)[O-])cc1	3.9
Nc1ccc2c(c1)C(=O)C(=O)c1ccccc1-2	61.0*
N#CC1(C#N)C(C(=O)C23CC4CC(CC(C4)C2)C3)C12CCOCC2 (configuration not stated)	8.1
CS(=O)(=O)N(CC(=O)NC1CCCCCC1)Cc1ccccc1	2.4
COC(=O)[C@@H]1C[C@@]2(O)[C@@H](O)[C@@H](O)[C@@H](O)C[C@H]2N1Cc1cc(OC)cc(OC)c1	3.8
CCCOc1ccc(/C=C/C(=O)Nc2ccc([N+](=O)[O-])cc2C)cc1OC	1.6
COc1ccc(N(C(=O)c2snc(C(N)=O)c2N)C(C(=O)NC2CCCC2)c2ccco2)cc1 (configuration not stated)	2.6
Cc1ccc(OCc2nnc(SCCN3CCOCC3)n2C)cc1	1.3
CC1CN(C(=O)CCNC(=O)c2ccc(Cl)cc2)CC(C)O1 (configuration not stated)	0.3
COc1ccc2ccc(O)c(CN3CCN(S(=O)(=O)c4cccc(C(F)(F)F)c4)CC3)c2c1	3.0
COc1ccc(OC)c(NC(=O)CSc2nnc(Cn3c(=O)sc4ccccc43)n2C)c1	1.1
Cc1cc(=O)oc(C)c1C(=O)NCCCN1C(C)CCCC1C (configuration not stated)	-1.6
O=C(c1ccc(-c2ccccc2)c(F)c1)C1CCCN(CCCn2cccn2)C1 (configuration not stated)	-2.0
COc1ccc(C(=O)Nc2ccccc2)cc1NC(=O)c1cccs1	-0.8
CCOC(=O)c1ccc(NC(=O)C23CCC(C)(C(=O)O2)C3(C)C)cc1 (configuration not stated)	1.5
Cc1ccc(-c2noc(/C=C/c3ccccc3)n2)cc1	2.9

New compounds follow.
SMILES	TbREL1 inh
Cc1ccc(NC(=O)c2ccc3c(=O)n4c(nc3c2)CCC4)cc1S(=O)(=O)N(C)C	1.6
O=C(Nc1ccc(C(=O)N2CCOCC2)cc1)c1cccc(Br)c1	4.2
CCOC(=O)CSc1nnc(NC(=O)c2ccc3c(c2)OCO3)s1	-0.3
CC(=O)NC1C(=O)Nc2c(C)cc(C)cc21 (configuration not stated)	-0.6
COc1ccccc1OCC(=O)Nc1ccccc1C(=O)N1CCCCC1	-2.3
COc1cc2cnc(C3=CCCCC3)cc2cc1OC	3.3
N#Cc1ccc(S(=O)(=O)N2CCC(C(=O)Nc3cccc(C(=O)NC4CC4)c3)CC2)cc1	-1.9
CC(C)CC(COCc1ccc(Cl)cc1)N1CCN(C(=O)c2cccc(C(F)(F)F)c2)CCC1=O (configuration not stated)	4.1
CC(=O)C(Sc1nc(N2CCOCC2)nc(N2CCOCC2)n1)C(=O)Nc1ccccc1 (configuration not stated)	-0.6
CN(C(=O)c1ccc(NC(=O)Cc2ccc(NC(=O)C3CCN(C(=O)CCc4ccccc4)CC3)cc2)cc1)C1CC1	1.4
CCC(=O)Nc1ccc(C(=O)Nc2cccc(OC)c2)cc1	1.1
C/C(=N\NC(=O)c1ccc(CSc2nc(C)cc(C)n2)cc1)c1ccco1	-1.1
Cn1c(NC(=O)C2c3ccccc3Oc3ccccc32)cc(=O)n(C)c1=O	1.8
Cc1cc(NC(=O)c2c(F)c(F)c(F)c(F)c2F)no1	-3.3
CC(C)(C)N1C(=O)[C@H]2[C@@H](c3ccc(Br)cc3)N3C(=O)N(c4cccc(F)c4)C(=O)[C@@]3(C)[C@H]2C1=O	0.3
O=C(C1=C[C@@H](c2ccc(C(F)(F)F)cc2)C[C@@H](OCc2ccc(CO)cc2)O1)N1CCN(Cc2ccc3c(c2)OCO3)CC1	-1.9
CCN(CC)C(=O)C(=O)c1cn(CCOc2ccccc2)c2ccccc12	-1.7
NC(=O)c1cc(-c2ccccc2)sc1NC(=O)Cc1ccc(S(=O)(=O)N2CCOCC2)s1	-2.0
O=C(NCc1ccccc1)O[C@H]1CC[C@@]23CCCN2C(=O)CCC[C@H]3C1	4.2
Cc1ccccc1OCC(=O)NCCCNC(=O)c1cccnc1	0.3
Cc1cc2n(n1)SC(Nc1ccc(F)cc1)N2 (configuration not stated)	-6.0
COc1ccc(CNC(=S)Nc2cccc(C)c2)cc1	-3.3
O=C(Cc1cccs1)N1CCC(c2nc3c(nnn3Cc3ccccc3Cl)c(=O)[nH]2)CC1	-1.8
O=C(CSCc1ccc(F)cc1)N1CCN(c2ccc(F)cc2)CC1	-1.7
CC(C)NC(=O)Nc1ccc2c(c1)C(=O)N([C@H](C)CO)C[C@H](C)[C@@H](CN(C)C(=O)Nc1ccccc1)O2	-0.9

Other structures:
SMILES	TbREL1 inh
CCCCN(C(=O)c1ccc(S(=O)(=O)N(C)C)cc1)c1nc2ccccc2s1	-0.2
CCOc1nc(NCCc2ccc(OC)c(OC)c2)nc(NC(C)(C)CO)n1	0.8
CC(C)C(=O)NCCc1nc2ccccc2n1CCc1ccccc1	-2.4
O=C1CCc2cc(NS(=O)(=O)c3ccc([N+](=O)[O-])cc3)cc3c2N1CCC3	-1.7
COC(=O)c1nn(-c2ccc(C)cc2)ccc1=O	1.2
Cc1c(NC=C(C#N)C#N)c(=O)n(-c2ccccc2)n1C	3.0
Cc1ccc(C(O)c2nccn2C)o1 (configuration not stated)	2.3
COc1cc(OC)cc(N(C(=O)c2snc(C(N)=O)c2N)C(C(=O)NCC2CCCO2)c2ccc(C)o2)c1 (configuration not stated)	-7.6
COc1cccc(NC(=O)N2CCN(c3cccc(C)c3C)CC2)c1	-3.3
O=C(CSc1nc2[nH]c(=O)[nH]c(=O)c2s1)Nc1cccc(F)c1	4.5
CCn1c(SCC(=O)NNC(=O)c2ccc(OC)cc2)nnc1-c1cccnc1	0.5
C/C(CC(=O)NCCCN1CCOCC1)=N\NC(=O)COc1ccc(Cl)cc1	-0.7
COCCNC(=O)C(c1ccc(F)cc1)N(C(=O)CCC(=O)Nc1nccs1)c1cccc(C)c1 (configuration not stated)	1.1
CC1Cn2c(nnc2-c2ccc(F)cc2)S1 (configuration not stated)	0.6
Cc1oc2c(CN3CCC(C)CC3)c(O)ccc2c(=O)c1-c1ccccc1	-0.2
NS(=O)(=O)c1ccc(-c2cccc(/C=C3\SC(=O)NC3=O)c2)cc1	2.1
CC/C(=N/Nc1ccccc1)c1cnnc(SC)n1	4.8
CC(=O)Nc1nn(CC(C)C)c2nc3ccc(C)cc3cc12	-2.4
Cc1ccccc1C(=O)c1c[nH]c(C(=O)NCc2ccco2)c1	0.7
COc1ccc(/C=C/C(=O)OCC(=O)N2CC(=O)Nc3ccccc32)cc1S(=O)(=O)N1CCOCC1	-1.0
O=S(=O)(c1ccc2c(c1)OCCO2)N(Cc1ccc(F)cc1)Cc1nnc(-c2cccs2)o1	-0.4
COc1cc2c(cc1OC)CN(C(=O)c1ccccc1C(=O)O)CC2	-0.9
CSc1ncccc1C(=O)OCc1ccc([N+](=O)[O-])cc1	3.3
O=C(O)c1nc2ccccc2nc1C(=O)O	0.5
Cc1cc(=O)n2nc(N3CCC(C(=O)NCCc4ccccc4)CC3)sc2n1	3.9

Carrying on.
SMILES	TbREL1 inh
CCN(Cc1ccccc1)C(=O)Cn1cnc2c1c(=O)n(C)c(=O)n2C	1.6
COc1ccc2c(COC(=O)CNS(=O)(=O)c3ccccc3)cc(=O)oc2c1	2.8
COc1ccc(Cc2nnc3sc(SCC(=O)Nc4ccccc4)nn3c2=O)cc1OC	-2.1
COc1ccc(S(=O)(=O)N2CCCCC2)cc1NC(=O)CCc1cc(OC)c(OC)c(OC)c1	-5.5
CC(C)c1ccc(NC(=O)CSc2nnc(CN3CCOCC3)n2C)cc1	0.5
Cn1c(NCCN2CCOCC2)nc2c1c(=O)n(Cc1cccc(Cl)c1)c(=O)n2C	-4.6
COc1cccc(C(c2nnnn2CS(=O)(=O)c2ccc(C)cc2)N2CCN(C)CC2)c1OC (configuration not stated)	1.5
COc1cc(/C=N/NC(=O)C2COc3ccccc3O2)ccc1O (configuration not stated)	-1.9
CCOc1cc(N2CCOCC2)c(OCC)cc1NC(=O)c1ccc(OC)cc1	-4.8
COc1cccc(NC(=O)CCP(C)(=O)O)c1	0.2
O=C1C2CC=CCC2C(=O)N1c1n[nH]c(CCc2ccccc2)n1 (configuration not stated)	3.1
CC(=O)NCCc1nc2ccccc2n1CCOc1cccc(C)c1	-5.0
CCN1C[C@@H]2[C@@H]3C(=O)N(C)C(=O)[C@@H]3[C@](Cc3ccccc3)(C1=O)N2C(=O)c1ccc(C)cc1	-0.4
COc1ccc(C(=O)Nc2ccc(C(=O)OCC(=O)c3ccccc3)cc2)cc1	-0.5
CSc1nnc(-c2ccco2)n1-c1ccccc1	-1.2
C=CCc1ccc(OCCn2nnc3ccccc32)c(OC)c1	3.6
Cc1c(C(=O)O)cnc2cc(-c3ccc(Cl)cc3)nn12	0.5
Cc1ccc(-c2csc3ncnc(Sc4nnc(CN5CCCCCC5=O)o4)c23)cc1	1.7
Cc1noc(C)c1C(=O)Nc1nccs1	0.7
O=C(COC(=O)c1ccccc1SCC(=O)NC1CCCCC1)NC1CCCCC1	2.5
CC1(C)Cc2c(sc(NC(=O)c3ccco3)c2C#N)CO1	-1.1
Cc1ccc(OCC(=O)OCC(=O)c2ccccc2)cc1C	-1.6
COc1ccc(NC(=O)NNC(=O)c2ccc(-c3ccccc3)cc2)cc1	-4.7
COc1ccc(Nc2ncnc3ccccc23)cc1	1.9
CCOC(=O)c1c(C)[nH]c(N=Nc2ccccc2C)c1C	0.5
Cc1cc(OCC(=O)OCC(=O)N2CCCCC2)ccc1Cl	-1.0
CC(=O)N1CCN(S(=O)(=O)c2cccc(C(=O)OCc3ccc(C(C)(C)C)cc3)c2)CC1	-2.8
CC(C)(C)[C@H]1COC(=O)CCC/C=C/C[C@H](CC(=O)NCCO)C(=O)N1	1.2
